GC-B act = GC-B (human) receptor activation | P20594 | HEK293-GC-B cells, CNP EC30, cGMP TR-FRET; 0% at EC30 CNP, 100% saturating CNP | 370,000 compounds, 0.11% hits | activation, % at 10 µM;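 active means activation at 10 µM reaching about 35% in either raw or pattern-adjusted values, limit read from the data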
HTRA1 inhibitor = HTRA1 (human) protease inhibition; Q92743; 340,000 compounds, 0.5% hits; inhibition, % at 5.96 µM; AID 504803; recombinant HTRA1, FP-rhodamine activity-based probe, fluorescence polarization; in the data active means inhibition above about 36%;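 further: 0% = enzyme with DMSO and 100% = wells lacking enzyme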
Target sequence (Q92743 whole entry, looked up): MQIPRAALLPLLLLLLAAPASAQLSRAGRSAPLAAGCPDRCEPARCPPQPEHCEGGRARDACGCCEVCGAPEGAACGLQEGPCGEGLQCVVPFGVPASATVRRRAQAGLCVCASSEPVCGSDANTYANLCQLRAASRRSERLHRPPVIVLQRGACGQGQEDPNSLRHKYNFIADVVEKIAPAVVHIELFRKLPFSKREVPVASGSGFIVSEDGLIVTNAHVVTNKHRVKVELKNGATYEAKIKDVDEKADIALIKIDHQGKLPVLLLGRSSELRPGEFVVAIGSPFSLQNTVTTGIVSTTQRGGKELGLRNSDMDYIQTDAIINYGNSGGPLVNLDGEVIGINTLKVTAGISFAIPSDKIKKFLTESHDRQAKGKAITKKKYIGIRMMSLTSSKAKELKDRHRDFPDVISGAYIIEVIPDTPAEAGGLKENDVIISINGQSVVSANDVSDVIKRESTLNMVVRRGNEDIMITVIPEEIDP
rCAG RNA binder = molecules binding r(CAG) RNA repeats | r(CAG) RNA repeat, TO-PRO-1 dye displacement fluorescence | inhibition, % at 3 µM | 370,000 compounds, 1.3% hits;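 active means inhibition above the plate cutoff, the mean of all test compounds on that plate plus 3 SD, cut at about 35% in these data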;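 further: 0% = DMSO alone and 100% = 100 µM mitoxantrone as full dye displacement; higher means more dye released from RNA so lower well fluorescence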
SIAE inh = human SIAE inhibition, primary screen; Q9HAT2; SIAE FP-Rh probe binding, fluorescence polarization; inhibition, % at 9.66 µM; 370,000 compounds, 0.69% hits;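 active means inhibition above a cutoff: mean of compounds within the control limits plus 3 SD of those, cut at about 17% in these data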;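 further: 0% = plate median of compound wells and 100% = probe without SIAE protein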
mABHD4 FP = inhibitors of mouse ABHD4; 370,000 compounds, 0.54% hits; Q8VD66; AID 720543; purified mABHD4, FP-Rh probe fluorescence polarization; inhibition, % at 8.92 µM;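 active means inhibition exceeding the mean over every tested compound plus 3 SD, cut at about 30% in these data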;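 further: 0% = plate median of compound wells and 100% = S159A mutant with DMSO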
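Doses – 8.92 µM, single dose · Material – wild-type mouse ABHD4 protein · Replication – single well per compound (singlicate) · Measure – percent inhibition of probe binding, normalized to plate controls · Schedule – 45 min compound pre-incubation plus 60 min probe step, 25 °C · Detection – fluorescence polarization with parallel and perpendicular emission, 525/598 nm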
PRMT1 FP inh = blocks human protein arginine methyltransferase 1; recombinant PRMT1, activity-based probe fluorescence polarization; inhibition, % at 2.79 µM; 370,000 compounds, 1.3% hits; AID 652257;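 active means inhibition above about 21% made by adding two undisclosed values, limit read from the data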
MBD2 DNA inh = blocks human MBD2 binding to methylated DNA. Q9UBB5. TR-FRET, MBD2 binding to methylated oligonucleotide. inhibition, % at 4.4 µM. 370,000 compounds, 0.31% hits; in the data active means inhibition above about 13%
Target sequence (Q9UBB5 whole entry, looked up): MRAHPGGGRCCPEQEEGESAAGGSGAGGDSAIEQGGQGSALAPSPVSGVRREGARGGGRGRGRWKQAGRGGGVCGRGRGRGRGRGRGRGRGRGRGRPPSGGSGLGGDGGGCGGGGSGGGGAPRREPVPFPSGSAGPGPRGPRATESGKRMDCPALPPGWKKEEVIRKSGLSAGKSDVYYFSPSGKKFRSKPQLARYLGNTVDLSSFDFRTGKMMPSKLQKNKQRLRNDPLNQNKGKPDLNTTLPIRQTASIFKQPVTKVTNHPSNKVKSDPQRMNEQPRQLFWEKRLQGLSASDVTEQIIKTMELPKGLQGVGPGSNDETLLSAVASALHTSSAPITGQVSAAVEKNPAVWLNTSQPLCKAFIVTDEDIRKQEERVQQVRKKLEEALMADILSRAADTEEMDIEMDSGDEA
LEDGF integ inh = blocks HIV-1 LEDGF/p75-dependent DNA integration; inhibition, % at 3.7 µM; AID 743269; TR-FRET IN-LEDGF/p75 DNA integration, Eu/Cy5; 370,000 compounds, 0.64% hits;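 active means inhibition above the screen-wide mean plus 3 SD, cut at about 13% in these data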;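 further: signal is the Cy5 over europium emission ratio at 671 and 618 nm; 0% = plate median of compound wells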
TCR CD3 inh = blocks the human TCR-CD3 interaction | TAMRA-labeled TCR probe fluorescence, biochemical | inhibition, % at 9.4 µM | 360,000 compounds, 0.37% hits; in the data active means inhibition above about 19%;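 further: recombinant mutant TCR 2C K166C tagged with TAMRA read by polarization; 0% = receptor in buffer alone and 100% = receptor with positive control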
TDP2 inh = TDP2 (human) inhibition, absorbance primary screen. recombinant TDP2, T5PNP hydrolysis, p-nitrophenol absorbance 415 nm. inhibition, % at 12.8 µM. 370,000 compounds, 0.34% hits. AID 720702;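 active means inhibition above the mean of all tested compounds plus 3 SD, set per campaign, cut at about 25% in these data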;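 further: 0% = DMSO with enzyme and 100% = buffer with substrate but no TDP2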
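Incubation: 2 h at 37 °C; Test system: recombinant human TDP2; Quantity: enzyme 120 nM; Read-out basis: percent inhibition; Medium: 50 mM Tris-HCl pH 7.5 with Mg2+, KCl, DTT, BSA; Repeats: single replicate; Compound: 12.8 µM single point, 1% DMSO; Signal: epi absorbance; Reagent: 5 mM T5PNP chromogenic substrate; Benchmarks: no-enzyme high, DMSO-plus-enzyme low.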
* hit, by the source's call. An excerpt (hit frequency here may not be typical).

How did CC(=O)Nc1cc2c(nc1C)nc(C)n2Cc1ccc(Br)cc1 do in these assays?
GC-B act: 24; HTRA1 inhibitor: -3; rCAG RNA binder: -5; SIAE inh: -4; mABHD4 FP: 5; PRMT1 FP inh: 0; MBD2 DNA inh: 3; LEDGF integ inh: 2; TCR CD3 inh: 6; TDP2 inh: -5

What do the screens show for `Cc1ccc2nc(-c3ccccc3C)oc(=O)c2c1`?
GC-B act: 0; HTRA1 inhibitor: -23; rCAG RNA binder: -2; SIAE inh: 1; mABHD4 FP: 0; PRMT1 FP inh: 0; MBD2 DNA inh: 0; LEDGF integ inh: 0; TCR CD3 inh: -1; TDP2 inh: -9

What do the screens show for `COc1ccc(-c2nc3cnccn3c2Nc2ccc(C)cc2)cc1`?
GC-B act: 48*; HTRA1 inhibitor: -5; rCAG RNA binder: 4; SIAE inh: 8; mABHD4 FP: 14; PRMT1 FP inh: 1; MBD2 DNA inh: 2; LEDGF integ inh: -2; TCR CD3 inh: -5; TDP2 inh: -5

Results for CN(c1ccccc1)S(=O)(=O)c1ccc(C(=O)NCc2ccccc2CN2CCCC2)cc1 ?
GC-B act: -2; HTRA1 inhibitor: -10; rCAG RNA binder: -6; SIAE inh: -2; mABHD4 FP: -6; PRMT1 FP inh: 4; MBD2 DNA inh: 4; LEDGF integ inh: -1; TCR CD3 inh: -4; TDP2 inh: -5

How did COc1cccc(OC)c1NC(=O)C1CCCN1C(=O)Nc1ccccc1F (stereo unspecified) do in these assays?
GC-B act: 2; HTRA1 inhibitor: 5; rCAG RNA binder: 0; SIAE inh: -3; mABHD4 FP: 1; PRMT1 FP inh: -1; MBD2 DNA inh: -1; LEDGF integ inh: 1; TCR CD3 inh: -2; TDP2 inh: 1

What do the screens show for `COc1ccc(S(=O)(=O)N2CCN(C(=O)c3c(-c4ccccc4)noc3C)CC2)cc1`?
GC-B act: 6; HTRA1 inhibitor: -1; rCAG RNA binder: -6; SIAE inh: -6; mABHD4 FP: 7; PRMT1 FP inh: -1; MBD2 DNA inh: 4; LEDGF integ inh: -4; TCR CD3 inh: -3; TDP2 inh: 0

What do the screens show for `C/C=C/c1ccc(OCCCNC(C)CC)c(OC)c1` (stereo unspecified)?
GC-B act: -3; HTRA1 inhibitor: 10; rCAG RNA binder: 3; SIAE inh: -2; mABHD4 FP: 22; PRMT1 FP inh: 0; MBD2 DNA inh: -1; LEDGF integ inh: 6; TCR CD3 inh: 4; TDP2 inh: 10

What do the screens show for `COc1ccc(-c2cc(C(=O)N3CCOCC3)no2)cc1OC`?
GC-B act: 1; HTRA1 inhibitor: 1; rCAG RNA binder: -2; SIAE inh: 2; mABHD4 FP: -1; PRMT1 FP inh: -2; MBD2 DNA inh: -5; LEDGF integ inh: -2; TCR CD3 inh: 2; TDP2 inh: 13

What do the screens show for `Cc1ccc(C(=O)OCC(=O)NCc2cccc(Cl)c2)cc1S(=O)(=O)N1CCCCC1`?
GC-B act: 1; HTRA1 inhibitor: -36; rCAG RNA binder: 2; SIAE inh: -11; mABHD4 FP: -15; PRMT1 FP inh: -1; MBD2 DNA inh: 0; LEDGF integ inh: 1; TCR CD3 inh: -2; TDP2 inh: -5

What do the screens show for `COc1ccc(/C=C/C(=O)NNc2c(F)c(F)cc(F)c2F)cc1OC`?
GC-B act: 3; HTRA1 inhibitor: -3; rCAG RNA binder: 2; SIAE inh: 4; mABHD4 FP: 4; PRMT1 FP inh: 1; MBD2 DNA inh: 1; LEDGF integ inh: -5; TCR CD3 inh: 2; TDP2 inh: 3

What do the screens show for `COc1ccc(S(=O)(=O)N2CCCCC2)cc1NC(=O)c1ccc(Cl)nc1`?
GC-B act: -1; HTRA1 inhibitor: -4; rCAG RNA binder: 2; SIAE inh: -4; mABHD4 FP: -1; PRMT1 FP inh: 0; MBD2 DNA inh: -3; LEDGF integ inh: -2; TCR CD3 inh: 6; TDP2 inh: 1

How did Cc1ccc(O)c(CNc2cccc(C)n2)c1 do in these assays?
GC-B act: -3; HTRA1 inhibitor: 3; rCAG RNA binder: -3; SIAE inh: -2; mABHD4 FP: -12; PRMT1 FP inh: 7; MBD2 DNA inh: 10; LEDGF integ inh: 0; TCR CD3 inh: -7; TDP2 inh: -18

Structures above that have fluorine, in the order listed:
How did COc1cccc(OC)c1NC(=O)C1CCCN1C(=O)Nc1ccccc1F (stereo unspecified) do in these assays?
GC-B act: 2; HTRA1 inhibitor: 5; rCAG RNA binder: 0; SIAE inh: -3; mABHD4 FP: 1; PRMT1 FP inh: -1; MBD2 DNA inh: -1; LEDGF integ inh: 1; TCR CD3 inh: -2; TDP2 inh: 1

What do the screens show for `COc1ccc(/C=C/C(=O)NNc2c(F)c(F)cc(F)c2F)cc1OC`?
GC-B act: 3; HTRA1 inhibitor: -3; rCAG RNA binder: 2; SIAE inh: 4; mABHD4 FP: 4; PRMT1 FP inh: 1; MBD2 DNA inh: 1; LEDGF integ inh: -5; TCR CD3 inh: 2; TDP2 inh: 3

Random excerpt: two entries already listed, in no set order.
How did COc1cccc(OC)c1NC(=O)C1CCCN1C(=O)Nc1ccccc1F (stereo unspecified) do in these assays?
GC-B act: 2; HTRA1 inhibitor: 5; rCAG RNA binder: 0; SIAE inh: -3; mABHD4 FP: 1; PRMT1 FP inh: -1; MBD2 DNA inh: -1; LEDGF integ inh: 1; TCR CD3 inh: -2; TDP2 inh: 1

What do the screens show for `C/C=C/c1ccc(OCCCNC(C)CC)c(OC)c1` (stereo unspecified)?
GC-B act: -3; HTRA1 inhibitor: 10; rCAG RNA binder: 3; SIAE inh: -2; mABHD4 FP: 22; PRMT1 FP inh: 0; MBD2 DNA inh: -1; LEDGF integ inh: 6; TCR CD3 inh: 4; TDP2 inh: 10

Next part.
What do the screens show for `COCCN1C(=O)C(=O)/C(=C(/O)c2cccc(OC)c2)C1c1ccco1` (stereo unspecified)?
GC-B act: 4; HTRA1 inhibitor: 3; rCAG RNA binder: -4; SIAE inh: 0; mABHD4 FP: 8; PRMT1 FP inh: -1; MBD2 DNA inh: -3; LEDGF integ inh: 0; TCR CD3 inh: 3; TDP2 inh: -2

What do the screens show for `CCc1nc(SCC(=O)NNC(=O)c2ccc(C)cc2)c2ccccc2n1`?
GC-B act: 4; HTRA1 inhibitor: 2; rCAG RNA binder: 1; SIAE inh: 7; mABHD4 FP: 5; PRMT1 FP inh: 13; MBD2 DNA inh: 1; LEDGF integ inh: -4; TCR CD3 inh: 6; TDP2 inh: -13

Results for O=C(Nc1cccc(C(=O)N2CCCCC2)c1)C1CC1 ?
GC-B act: 5; HTRA1 inhibitor: 3; rCAG RNA binder: 2; SIAE inh: 0; mABHD4 FP: 4; PRMT1 FP inh: -3; MBD2 DNA inh: 2; LEDGF integ inh: 2; TCR CD3 inh: 10; TDP2 inh: 2

How did NC(=S)N/N=C/c1ccc2cccc(OCc3ccccc3)c2n1 do in these assays?
GC-B act: 15; HTRA1 inhibitor: -35; rCAG RNA binder: 1; SIAE inh: 2; mABHD4 FP: -17; PRMT1 FP inh: 3; MBD2 DNA inh: -3; LEDGF integ inh: 0; TCR CD3 inh: 0; TDP2 inh: 5

What do the screens show for `CCOC(=O)c1nn(-c2ccc(C)cc2)c(=O)cc1OCC(=O)Nc1cccc(C)c1`?
GC-B act: 1; HTRA1 inhibitor: 4; rCAG RNA binder: -1; SIAE inh: 1; mABHD4 FP: 4; PRMT1 FP inh: -1; MBD2 DNA inh: -5; LEDGF integ inh: 1; TCR CD3 inh: 3; TDP2 inh: 0

How did Cc1cc(CNC(=O)c2cccc3c2C(=O)c2ccc(-c4ccc(F)cc4OCc4ccccc4)cc2S3(=O)=O)c(C(F)(F)F)o1 do in these assays?
GC-B act: 10; HTRA1 inhibitor: -20; rCAG RNA binder: 43*; SIAE inh: -27; mABHD4 FP: -9; PRMT1 FP inh: 4; MBD2 DNA inh: -3; LEDGF integ inh: 3; TCR CD3 inh: -8; TDP2 inh: 5

Results for CC12CC(c3ccccc3O1)N(C(=O)c1ccc(Br)o1)C(=O)N2c1ccccc1 (stereo unspecified) ?
GC-B act: -6; HTRA1 inhibitor: -13; rCAG RNA binder: 0; SIAE inh: -1; mABHD4 FP: 8; PRMT1 FP inh: -1; MBD2 DNA inh: 0; LEDGF integ inh: -1; TCR CD3 inh: 4; TDP2 inh: -6

How did C/C(=N/NC(=O)c1nnn(-c2nonc2N)c1-c1ccccc1)c1ccncc1 do in these assays?
GC-B act: 1; HTRA1 inhibitor: -14; rCAG RNA binder: -1; SIAE inh: 3; mABHD4 FP: 4; PRMT1 FP inh: 2; MBD2 DNA inh: 2; LEDGF integ inh: 3; TCR CD3 inh: 3; TDP2 inh: 6

What do the screens show for `CN(C)c1ccc(-c2csc(C(O)c3ccccc3)n2)cc1` (stereo unspecified)?
GC-B act: 2; rCAG RNA binder: 8; SIAE inh: 6; mABHD4 FP: 2; PRMT1 FP inh: -1; MBD2 DNA inh: -1; LEDGF integ inh: -1; TCR CD3 inh: -1; TDP2 inh: -6

Results for Cc1ccc(C)c(NC(=S)N(C2CCCCC2)C(C)c2cccnc2)c1 (stereo unspecified) ?
GC-B act: 3; HTRA1 inhibitor: 1; rCAG RNA binder: -2; SIAE inh: 4; mABHD4 FP: -2; PRMT1 FP inh: -2; MBD2 DNA inh: 1; LEDGF integ inh: 1; TCR CD3 inh: -3; TDP2 inh: 7

Results for CC(C)CC(=O)Nc1nnc(S(=O)(=O)N2c3ccccc3CC2C)s1 (stereo unspecified) ?
GC-B act: 4; HTRA1 inhibitor: 1; rCAG RNA binder: 2; SIAE inh: 0; mABHD4 FP: 4; PRMT1 FP inh: -2; MBD2 DNA inh: 2; LEDGF integ inh: 2; TCR CD3 inh: -10; TDP2 inh: -2

How did CC1=CC(=C2C=CC(=O)C=C2)C=C(C)N1C do in these assays?
GC-B act: 0; rCAG RNA binder: 3; SIAE inh: -2; mABHD4 FP: 6; PRMT1 FP inh: 2; MBD2 DNA inh: -1; LEDGF integ inh: 0; TCR CD3 inh: -8; TDP2 inh: -9

How did CCOC(=O)c1c(NC(=O)COC(=O)c2cnccn2)sc(C)c1C do in these assays?
GC-B act: -3; HTRA1 inhibitor: -2; rCAG RNA binder: 2; SIAE inh: 1; mABHD4 FP: 3; PRMT1 FP inh: 6; MBD2 DNA inh: 0; LEDGF integ inh: -4; TCR CD3 inh: -4; TDP2 inh: -8

How did COc1ccc(CCNC(=O)C2CCC(=O)N2S(=O)(=O)c2ccc(C)cc2)cc1 (stereo unspecified) do in these assays?
GC-B act: -7; HTRA1 inhibitor: 8; rCAG RNA binder: -3; SIAE inh: 7; mABHD4 FP: 2; PRMT1 FP inh: -3; MBD2 DNA inh: 1; LEDGF integ inh: -3; TCR CD3 inh: -3; TDP2 inh: 10
